# CHO parental Ca – ATP-evoked calcium signal inhibitors, parental CHO, primary screen, counter-screen for OX1R antagonist project, cell-based, fluorescence, Fluo-8 calcium dye; parental CHO-K1, ATP-induced calcium, Fluo-8 fluorescence; inhibition, % at 5.6 µM; actives 0.63% (n = 330,000); AID 463079, 2010;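 active means inhibition above that plate's mean sample inhibition plus 3 SD, cut at about 26% in these data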;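 further: 0% = ATP-challenged DMSO wells and 100% = DMSO wells without ATP; some compounds past the cut are filed as inactive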
#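 Test system: untransfected parental CHO cell line; also added: ATP stimulus; dosing: 5.6 µM, single dose; signal: calcium-sensitive Fluo-8 fluorescence; measure: percent inhibition of ATP-evoked calcium rise, normalized to controls; benchmarks: low control ATP plus DMSO, high control DMSO only; replication: one well per compound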
# M1 antag – human M1 muscarinic receptor antagonists, primary screen, CHO-K1 cells, Fluo-8 calcium fluorescence, 1536-well; inhibition, % at 3 µM; CHO-K1 hM1, ACh EC80 antagonist; AID 588852, 2011; actives 1.3% (n = 360,000); Muscarinic acetylcholine receptor M1 (Homo sapiens), P11229;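 active means percent inhibition above its own plate's cutoff, namely the mean of that plate's compound wells plus 3 SD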;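 further: peak over basal fluorescence ratio during 140 s after agonist addition; 0% = ACh EC80 plus DMSO and 100% = DMSO alone without agonist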
# Target sequence (P11229 whole entry, looked up): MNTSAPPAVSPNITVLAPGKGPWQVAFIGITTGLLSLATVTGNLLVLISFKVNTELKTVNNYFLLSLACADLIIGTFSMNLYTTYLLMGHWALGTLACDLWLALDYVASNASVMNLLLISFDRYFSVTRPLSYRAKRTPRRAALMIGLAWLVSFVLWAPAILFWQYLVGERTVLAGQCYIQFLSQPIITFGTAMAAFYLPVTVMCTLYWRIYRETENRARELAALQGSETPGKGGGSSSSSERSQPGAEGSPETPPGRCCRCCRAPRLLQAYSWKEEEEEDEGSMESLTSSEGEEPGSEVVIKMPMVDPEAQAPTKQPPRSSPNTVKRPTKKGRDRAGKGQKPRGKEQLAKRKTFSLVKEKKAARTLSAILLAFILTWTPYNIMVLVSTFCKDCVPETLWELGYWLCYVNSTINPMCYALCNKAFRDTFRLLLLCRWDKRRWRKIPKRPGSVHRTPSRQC
# M1 ag – human M1 muscarinic receptor agonists, primary screen, Fluo-8 calcium fluorescence, CHO-K1 cells, HTS. CHO-K1 hM1, agonist mode; 0% DMSO, 100% acetylcholine EC100. activation, % at 3 µM. actives 0.33% (n = 360,000);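 active means activation above the run's mean compound activation plus 3 SD, cut at about 16% in these data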;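 further: peak over basal fluorescence ratio within a 140 s kinetic read after compound addition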
# TAAR1 ag – human TAAR1 agonists, primary screen, Fluo-8 calcium fluorescence, CHO RD-HGA16 cells; vehicle wells 0%, saturating PEA agonist 100%; activation, % at 3 µM; actives 0.99% (n = 360,000);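 active means activation above the mean activation of all test compounds in the run plus 3 SD, cut at about 38% in these data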
# Target sequence (Q96RJ0 whole entry, looked up): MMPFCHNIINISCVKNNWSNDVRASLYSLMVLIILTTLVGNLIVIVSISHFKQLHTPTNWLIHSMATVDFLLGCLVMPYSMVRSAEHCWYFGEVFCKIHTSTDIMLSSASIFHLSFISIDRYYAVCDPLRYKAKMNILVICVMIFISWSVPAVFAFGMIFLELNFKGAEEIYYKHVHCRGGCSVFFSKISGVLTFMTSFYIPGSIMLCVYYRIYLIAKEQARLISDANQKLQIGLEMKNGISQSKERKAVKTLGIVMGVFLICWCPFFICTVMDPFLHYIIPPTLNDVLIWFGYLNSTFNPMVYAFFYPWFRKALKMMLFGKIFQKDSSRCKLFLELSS
#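 System: CHO-derived RD-HGA16 cells with stable Gα16 and human TAAR1. Times: 17-24 h plating, Fluo-8 75 min 37 °C, 30 min RT. Measured by: calcium-sensitive Fluo-8 signal, excitation 470-495, emission 515-575 nm. Read-out basis: % activation relative to PEA EC100 response. Control set: DMSO and PEA EC100. Repeats: no replicates (n 1).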
# M1 ag parental – counter-screen for M1 agonists: effect in parental CHO-K1 cells; Fluo-8 calcium fluorescence; scaled to maximal ATP response, vehicle zero; activation, % at 3 µM; actives 0.48% (n = 360,000); AID 602248, 2012; in the data active means activation above about 15%;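 further: untransfected CHO-K1 host cells lacking M1 receptor as counterscreen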
# CHO-K1 Ca PAM – nonselective calcium activators in parental CHO-K1 cells, primary screen, counter-screen for M1 PAM project, cell-based, Fluo-8 calcium fluorescence, full deck, 1536-well. ATP EC20; 0% at ATP EC20, 100% at ATP max. activation, % at 3 µM. actives 0.02% (n = 360,000);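 active means activation above the run cutoff, the mean activation of all test compounds plus 3 SD, cut at about 40% in these data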;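 further: peak over basal fluorescence ratio in a 140 s read after ATP addition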
# CHRM1 PAM – human M1 muscarinic receptor positive allosteric modulators, primary screen, CHO-K1 cells, Fluo-8 calcium fluorescence, 1536-well; CHO-K1 hM1, ACh EC20; 0% = ACh EC20, 100% = maximal ACh; activation, % at 3 µM; actives 0.088% (n = 360,000); AID 588819, 2011; in the data active means activation above about 19%, passing the limit was not always enough
# TAAR1 antagonist – human TAAR1 antagonists, primary screen, Fluo-8 calcium fluorescence, CHO RD-HGA16 cells; Trace amine-associated receptor 1 (Homo sapiens), Q96RJ0; antagonist; inhibition, % at 3 µM; actives 1.5% (n = 360,000); AID 624466, 2012;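 active means inhibition above a per-plate cutoff, the mean inhibition of test compounds on that plate plus 3 SD, cut at about 49% in these data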;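 further: 0% = DMSO plus EC80 beta-PEA response and 100% = DMSO alone without agonist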
#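 System: CHO RD-HGA16 cells bearing hTAAR1. Reagent: EC80 β-phenethylamine stimulus. Schedule: seeding 17-24 h prior, 75-min 37 °C, 30-min RT dye loading. Signal: Fluo-8 intracellular calcium dye fluorescence, real-time kinetic reads. Read-out: % inhibition from peak post-agonist over basal fluorescence ratio. Benchmarks: vehicle wells and EC80 agonist wells. Replicates: n of 1.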
# CHO-K1 Ca antag – counter-screen for M1 antagonists: effect in parental CHO-K1 cells. actives 0.6% (n = 360,000). AID 602250. ATP-induced calcium, Fluo-8 fluorescence. inhibition, % at 3 µM;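 active means inhibition above a per-plate cutoff, the plate's mean sample inhibition plus 3 SD, cut at about 24% in these data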;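 further: 0% = DMSO plus EC80 ATP and 100% = DMSO alone without ATP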
# Numbers without * were called inactive; x = not tested or not shown.
cpd	compound	CHO parental Ca	M1 antag	M1 ag	TAAR1 ag	M1 ag parental	CHO-K1 Ca PAM	CHRM1 PAM	TAAR1 antagonist	CHO-K1 Ca antag
1	Brc1ccc(/C=N/N2CCN(C3c4ccccc4-c4ccccc43)CC2)s1	11	-8	-3	3	-0.2	9	5	2	-15
2	O=C(Nc1ccc([N+](=O)[O-])cc1Cl)c1cccc([N+](=O)[O-])c1	x	-11	-1	4	0.5	-1	5	-9	8
3	COc1cc(CNc2ncnc3c2ncn3[C@H]2CN(Cc3ccncc3)C[C@@H](CO)O2)cc(OC)c1OC	x	-16	-2	1	0.0	8	9	5	-9
4	Cc1c(NC(=O)OCc2ccccc2)c(=O)n(-c2ccccc2)n1C	-7	-3	-1	0	1.1	12	5	-5	-5
5	CCOC(=O)c1ccc(Nc2ccc([N+](=O)[O-])cn2)cc1	-4	3	-4	1	0.2	-11	-2	9	12
6	CCc1nc(N2CCN(C(=O)c3ccccc3)CC2)c(C#N)c2c1COC(C)(C)C2	-33	-9	2	4	0.8	-3	6	13	-3
7	CCOC(=O)N1CCN(C(=O)CN(c2ccccc2OC)S(=O)(=O)c2ccc(OC)cc2)CC1	-6	11	-5	0	4.3	11	-4	5	-9
8	CC1CN(c2ccccc2)C(=O)CS1 (stereo not drawn)	-7	-17	-2	1	-0.2	-1	13	-16	7
9	CN(C)S(=O)(=O)c1ccc(Cl)c(NC(=O)C2CCN(S(=O)(=O)c3cccs3)CC2)c1	-7	-3	-4	6	4.8	12	6	21	-12
10	CC(=O)C1=CCC(c2ccc(Cl)c(Cl)c2)N(S(=O)(=O)c2ccc(C)cc2)C1 (stereo not drawn)	x	14	-8	0	2.0	8	-8	22	19
11	COc1cccc(N2CCN(C(=O)c3ccc(CSc4nc5ccncc5[nH]4)cc3)CC2)c1	-4	7	-10	1	1.9	4	-6	-2	4
12	COc1ccc(CN2C[C@@H](CO)O[C@@H](n3cnc4c(NCc5cc(OC)c(OC)c(OC)c5)ncnc43)C2)cc1	x	-1	-3	6	1.9	-2	-5	-29	-2
13	Cc1cc(C(=O)O)sc1C	-6	-5	0	8	0.7	0	2	7	-33
14	CCOC(=O)c1c(C)[nH]c(C(=O)COC(=O)c2ccc([N+](=O)[O-])o2)c1C	-14	-10	-3	7	2.2	14	1	-1	-6
15	C=CCn1c(=O)c2ccccc2n2c(=S)[nH]nc12	-19	-7	-1	-1	5.0	5	2	-1	-1
16	COc1cc(N2C(=O)C=CC2=O)ccc1N1C(=O)C=CC1=O	x	1	-7	8	0.5	13	-7	-3	-14
17	COc1ccc(-c2c(-c3ccc4c(c3)OCO4)noc2C)cn1	-11	3	-11	14	-0.8	8	0	-14	-12
18	O=C(NCc1ccccc1)C(c1cccnc1)N(C(=O)c1ccccn1)c1ccccc1F (stereo not drawn)	2	-6	-3	0	1.6	-14	6	4	1
19	O=c1[nH]c(CN2CCc3ccccc3C2)nc2ccccc12	-38	0	-4	7	1.3	21	7	0	-8
20	CCOc1ccc(-n2c(Cc3cc(=O)[nH]c(=O)[nH]3)nnc2SCC(=O)NC2CCCC2)cc1	-4	-16	-1	0	0.1	17	7	-1	-13
21	COc1ccc(NC(=O)c2cncn2-c2ccccc2)cc1	0	-6	-4	-2	0.5	3	5	7	-13
22	CN1C(=O)S/C(=C\c2ccccc2OCc2ccc(C(=O)O)cc2)C1=O	-1	-2	-2	6	-0.3	12	9	8	5
23	CCOC(=O)c1cccc(NC(=O)c2ccco2)c1	-6	-8	-2	12	1.4	8	6	1	-11
24	Fc1ccc(-c2cnc[nH]2)cc1	3	-29	0	6	0.2	10	5	-9	0
25	Fc1ccc(COc2ccc(/C=N/n3cnnc3)cc2)cc1	7	-10	-3	8	0.6	12	9	8	-13
26	CC(C)(C)NC(=O)C(c1ccncc1)N(CC1CCCO1)C(=O)Cn1nnc(-c2ccc(F)cc2)n1 (stereo not drawn)	-12	4	-7	6	0.3	17	-6	11	-2
27	Cc1cnc(-c2nnc(N(C)C(=O)c3cccnc3)s2)cn1	-5	-14	-2	3	0.3	14	8	1	-14
28	CCn1ccnc1CN1CCN(CCC(C)C)C(CCO)C1 (stereo not drawn)	-10	-10	-7	3	2.6	28	10	0	-11
29	COc1ccc(NC(=O)c2nn(C)c(C(=O)Nc3ccc(OC)cc3)c2[N+](=O)[O-])cc1	3	-17	3	5	3.0	15	14	13	-4
30	CC1(C)CC(O)(CNCc2ccc3c(c2)OCO3)CCO1 (stereo not drawn)	-5	-1	-4	9	0.3	8	8	-6	-1
31	Oc1ccccc1-c1n[nH]c(=S)n1Cc1ccccc1	-5	-4	-10	0	1.0	8	4	-28	-13
32	C[C@H](CO)N1C[C@H](C)[C@@H](CN(C)S(=O)(=O)c2ccccc2)Oc2c(NS(=O)(=O)c3cccs3)cccc2C1=O	-18	-2	-6	8	0.6	13	3	14	-11
33	CC(C)OCCCNC(=O)C1CCC(CNS(=O)(=O)c2ccccc2)CC1 (stereo not drawn)	-8	2	-4	0	0.7	9	-4	13	-1
34	CC(CC(=O)Nc1ccc(F)cc1)S(=O)(=O)c1ccc2c(c1)NC(=O)CO2 (stereo not drawn)	-8	-5	-3	1	1.7	10	7	-29	-17
35	CCOc1cc(C(=O)OCc2cccc(OC)c2OC)ccc1OCC(=O)N1CCOCC1	-8	4	0	2	0.5	-14	4	-9	7
36	Cc1[nH]nc2c1[C@@H](c1ccccc1[N+](=O)[O-])C(C#N)=C(N)O2	-2	-6	6	4	-0.6	-16	16	-17	7
37	COc1ccc(S(=O)(=O)NCC(c2ccc3c(c2)OCO3)N2CCN(C)CC2)cc1OC (stereo not drawn)	-4	-10	-7	1	0.1	10	4	-4	1
38	O=C(Nc1ccccc1-c1nnn(CC(=O)N2CCCc3ccccc32)n1)c1ccc(Cl)cc1	-8	-4	-3	16	0.4	13	6	7	2
39	CC(C(=O)N1CCOCCOCCOCC1)N1C(=O)c2ccccc2C1=O (stereo not drawn)	-3	0	-4	5	-0.2	6	1	6	1
40	CCOC(=O)c1nc(N/N=C/c2ccccc2)sc1Br	-6	-7	-2	6	1.1	2	2	-8	-9
41	COC(=O)CCNS(=O)(=O)c1ccc2nsnc2c1	-5	-7	-3	3	0.0	-1	9	7	-9
42	O=C(CCCl)Nc1nnc(SCC(=O)NC2CCCC2)s1	-8	-10	-6	1	0.3	-3	9	3	-20
43	O=[N+]([O-])c1cccc(Nc2c([N+](=O)[O-])ccc3nonc23)c1	-4	1	4	2	-0.3	-9	12	-17	13
44	CCNC(=O)OCCC12CC3CC(CC(C3)C1)C2	-17	-1	-7	3	0.8	18	3	-20	-8
45	CC(NC(=O)c1nn(C)c2c1CS(=O)(=O)c1ccccc1-2)c1ccccc1 (stereo not drawn)	-26	-3	-2	7	3.7	13	0	18	-13
46	C[C@H](CO)N1C[C@H](C)[C@@H](CN(C)C(=O)NC2CCCCC2)Oc2c(NC(=O)C3CCCCC3)cccc2C1=O	-12	-6	-5	3	0.6	-2	2	-2	-5
47	CCNc1nc(NCC)n2c(SCC(=O)Nc3ccccc3Cl)nnc2n1	-7	-14	-4	1	0.3	6	8	-30	13
48	Cc1ccc(NC(=O)c2noc3c2CC(C(C)(C)C)CC3)cc1 (stereo not drawn)	-12	0	4	0	0.2	4	5	-17	1
49	COc1ccccc1CN1CCCC(C(=O)N2CCCCC2)C1 (stereo not drawn)	-10	14	-7	0	0.8	3	-9	3	-5
50	O=C(NCCN1CCCCCC1)C1CCC(CNS(=O)(=O)c2cccc3cccnc23)CC1 (stereo not drawn)	-1	1	-13	0	0.5	18	-10	19	-9
51	CC(=O)N1CCOc2cc(S(=O)(=O)N3CCN(c4ccccc4)CC3)c(Cl)cc21	6	4	-4	8	0.8	2	-3	-2	7
52	COc1cc(OC)cc(C(=O)Nn2cc(C(=O)Nc3ccc(F)cc3F)c3ccccc3c2=O)c1	-16	-3	-7	5	2.4	17	3	18	-9
53	O=C(CN(Cc1ccco1)C(=O)CNS(=O)(=O)c1ccc(F)cc1)NCc1ccccc1	-12	-6	-6	-2	2.1	12	5	-5	-18
54	CC1CCCC(C)N1C(=O)CSc1nc2ncnc(N)c2[nH]1 (stereo not drawn)	-4	-24	-5	1	0.5	13	10	-1	-19
55	O=C(NC(=S)NCCCN1CCOCC1)c1cccc2ccccc12	-2	-2	-6	6	-0.7	1	11	-8	-5
56	Cc1cc(C)cc(NC(=O)C(OC(=O)Cn2cnc3c2c(=O)n(C)c(=O)n3C)c2ccccc2)c1 (stereo not drawn)	-21	-6	-3	3	0.4	-1	2	0	-4
57	COCCN(Cc1ccccc1)C(=O)Cc1ccc(OC)c(S(=O)(=O)N2CCOCC2)c1	-16	-10	-1	2	2.4	12	4	-22	-7
58	COc1ccccc1CNC(=O)CCCn1nc(C)c2c(C)n(-c3ccc(C)cc3)nc2c1=O	-42	-6	-7	-3	0.4	2	0	-20	-13
59	Cc1cc2nc(C3CCCCC3)c(Cc3cccc(F)c3)n2c(C)c1Br	x	-17	-2	6	0.6	17	-4	-21	-32
60	CN(CCC#N)C(=O)COC(=O)[C@H](Cc1ccccc1)N1C(=O)c2ccccc2C1=O	-6	-4	-3	4	2.3	2	7	-1	-7

# Given as labelled records: 4 of the compounds above.
55. O=C(NC(=S)NCCCN1CCOCC1)c1cccc2ccccc12
  CHO parental Ca = -2; M1 antag = -2; M1 ag = -6; TAAR1 ag = 6; M1 ag parental = -0.7; CHO-K1 Ca PAM = 1; CHRM1 PAM = 11; TAAR1 antagonist = -8; CHO-K1 Ca antag = -5

56. Cc1cc(C)cc(NC(=O)C(OC(=O)Cn2cnc3c2c(=O)n(C)c(=O)n3C)c2ccccc2)c1 (stereo not drawn)
  CHO parental Ca = -21; M1 antag = -6; M1 ag = -3; TAAR1 ag = 3; M1 ag parental = 0.4; CHO-K1 Ca PAM = -1; CHRM1 PAM = 2; TAAR1 antagonist = 0; CHO-K1 Ca antag = -4

57. COCCN(Cc1ccccc1)C(=O)Cc1ccc(OC)c(S(=O)(=O)N2CCOCC2)c1
  CHO parental Ca = -16; M1 antag = -10; M1 ag = -1; TAAR1 ag = 2; M1 ag parental = 2.4; CHO-K1 Ca PAM = 12; CHRM1 PAM = 4; TAAR1 antagonist = -22; CHO-K1 Ca antag = -7

58. COc1ccccc1CNC(=O)CCCn1nc(C)c2c(C)n(-c3ccc(C)cc3)nc2c1=O
  CHO parental Ca = -42; M1 antag = -6; M1 ag = -7; TAAR1 ag = -3; M1 ag parental = 0.4; CHO-K1 Ca PAM = 2; CHRM1 PAM = 0; TAAR1 antagonist = -20; CHO-K1 Ca antag = -13
